High-throughput results: PubChem BioAssay, several laboratories
KCC2 mod: modulates chloride dependent transport by human KCC2; KCC2 cells, thallium flux FluoZin-2 fluorescence; B-score of Tl+ flux slope (higher = more flux/activation; lower = inhibition) at 10 µM; 2.2% of 190,000 active;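 active means thallium flux slope and its plate-corrected score both differing from the plate sample mean at a set confidence after two filtering rounds, in either direction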;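 further: slope of fluorescence scaled to starting intensity during 10 to 20 s after thallium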
FXIa inh 1536: blocks human coagulation factor XIa protease activity | P03951 | 0.14% of 220,000 active | AID 798 | purified FXIa, Boc-Glu-Ala-Arg-AMC fluorogenic substrate | inhibition, % at 5 µM;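 active means inhibition of at least 40%; inactive means inhibition below 40%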;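 further: fluorescence of freed AMC excited at 355 nm; 0% = enzyme without compound and 100% = no enzyme blank; many of its hits are not listed in these tables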
Furin inhibitor: human furin inhibition; 0.061% of 220,000 active; AID 463115; P09958; purified furin, fluorogenic substrate cleavage; inhibition, % at 30 µM; in the data active means inhibition above about 25%; further: inactives centre near -15
p97 inhibitor: human p97 ATPase inhibition; P55072; recombinant p97 ATPase, Kinase-Glo ATP luminescence, 3 h; inhibition, % at 8 µM; 0.42% of 220,000 active; AID 1481; in the data active means inhibition above about 15%;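 further: 0% = DMSO vehicle and 100% = wells lacking enzyme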
Wee1 stabilizer: human Wee1 degradation inhibition, primary screen; 1.2% of 220,000 active; AID 1321; P30291; reporter increase, % at 5 µM; HeLa Luc-Wee1K328M stability, luciferase luminescence; 100% = proteasome inhibitor MG132 effect;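 active means activation above the mean of all tested compounds plus 3 SD, set per screening run, cut at about 8.8% in these data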;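 further: cells exposed to compound for 20 h before luminescence read; 0% = DMSO alone and 100% = MG132 at 30 µM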
PERK inh: inhibitors of human PERK kinase | Q9NZJ5 | CHO PERK-DD fusion, SEAP luminescence translation reporter | inhibition, % at 5.6 µM | 0.17% of 220,000 active | AID 1416;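 active means inhibition above the mean inhibition of all tested compounds plus 3 SD, set separately per screening campaign, cut at about 2.9% in these data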;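 further: PERK kinase domain activated by AP20187 dimerizer at 100 nM; 0% = DMSO with dimerizer and 100% = rapamycin at 8.4 µM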
FXIIa inh: blocks human coagulation factor XIIa protease activity; P00748; purified FXIIa, Boc-QGR-AMC fluorogenic substrate, 2 h; inhibition, % at 5 µM; 0.3% of 220,000 active; AID 800; in the data active means inhibition above about 40%;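 further: 0% = enzyme with no compound and 100% = blank without enzyme; many of its hits are not listed in these tables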
Target sequence (P00748 20-372 limits assumed): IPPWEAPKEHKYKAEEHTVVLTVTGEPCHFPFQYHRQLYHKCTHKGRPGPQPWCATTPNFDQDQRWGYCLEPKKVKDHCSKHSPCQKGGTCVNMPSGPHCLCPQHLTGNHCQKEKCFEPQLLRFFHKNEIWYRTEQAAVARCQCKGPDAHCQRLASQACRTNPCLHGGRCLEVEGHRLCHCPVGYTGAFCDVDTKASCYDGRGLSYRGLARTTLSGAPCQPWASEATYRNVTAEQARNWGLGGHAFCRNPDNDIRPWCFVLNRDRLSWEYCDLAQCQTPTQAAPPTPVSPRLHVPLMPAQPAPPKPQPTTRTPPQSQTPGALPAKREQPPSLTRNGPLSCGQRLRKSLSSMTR
Target sequence (P00748 373-615 limits assumed): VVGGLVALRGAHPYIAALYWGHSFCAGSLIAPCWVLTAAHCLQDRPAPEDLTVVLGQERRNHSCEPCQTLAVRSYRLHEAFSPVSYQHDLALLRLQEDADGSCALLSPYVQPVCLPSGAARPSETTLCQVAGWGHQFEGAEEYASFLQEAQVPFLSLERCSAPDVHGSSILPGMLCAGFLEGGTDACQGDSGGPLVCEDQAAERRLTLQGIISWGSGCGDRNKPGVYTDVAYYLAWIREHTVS
KLK5 inh: kallikrein 5 (human) inhibition; recombinant hK5, fluorogenic AMC substrate cleavage; 0.59% of 210,000 active; inhibition, % at 5 µM;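 active means inhibition of 40% or more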;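 further: 0% = enzyme controls without compound and 100% = no-enzyme blanks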
Target sequence (Q9Y337 67-293 limits assumed): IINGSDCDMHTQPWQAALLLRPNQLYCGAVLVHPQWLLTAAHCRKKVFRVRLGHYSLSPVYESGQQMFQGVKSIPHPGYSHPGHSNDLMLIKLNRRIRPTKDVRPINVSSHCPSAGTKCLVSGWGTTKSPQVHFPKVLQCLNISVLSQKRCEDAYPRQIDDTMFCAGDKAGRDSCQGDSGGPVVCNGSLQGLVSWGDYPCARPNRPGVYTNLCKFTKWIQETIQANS
Thrombin inh: inhibitors of human thrombin; P00734; alpha-thrombin, Boc-VPR-AMC fluorogenic substrate cleavage; AID 1046; 0.26% of 220,000 active; inhibition, % at 5 µM;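 active means inhibition at or above 40%; inactive means inhibition below 40%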;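 further: 0% = enzyme with no compound and 100% = wells without enzyme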
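Material: Human alpha-thrombin protein | Buffer or medium: pH 7.5 Tris-saline with Tween 20 | Reagent: Boc-VPR-AMC substrate, 15 µM final | Schedule: Reaction at ambient temperature | Detection: AMC fluorescence at 355 nm excitation and 460 nm emission | Evaluation: Percent inhibition scaled between no-compound controls and no-enzyme blanks | Controls: no-compound enzyme wells and no-enzyme blanks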
* = called active by the depositor; i = inactive; x = no result given; [ ] = remark or other dose. Not a hit list; 4.4% or so of the library scored in one or more.

SMILES | KCC2 mod | FXIa inh 1536 | Furin inhibitor | p97 inhibitor | Wee1 stabilizer | PERK inh | FXIIa inh | KLK5 inh | Thrombin inh
CC1(C)CC(NC(=O)C(Cl)(Cl)Cl)CC(C)(C)N1 | 0.56 | 1 | -21 | 3 | 3 | 0.6 | 6 | -10 | -5
Cc1cc(C)n2nc(SCC(=O)Nc3ccc(F)cc3)nc2n1 | x | 17 | -30 | 9 | -2 | -0.3 | 41* | -17 | -4
CCOC(=O)N1CCN(CCC(=O)c2ccc(OC)cc2)CC1 | -0.43 | 2 | -15 | -2 | -2 | 1.0 | 9 | 6 | -3
C/C(=N\NC(=O)c1cc2c(s1)CCC(C)C2)c1cccnc1 (stereo unspecified) | -0.43 | -6 | -7 | -4 | 0 | -0.7 | 0 | -10 | -2
Cc1c(NC(=O)COc2cccc3c2OC(C)(C)C3)c(=O)n(-c2ccccc2)n1C | -0.0026 | -5 | -12 | -5 | 3 | 0.2 | 2 | -10 | -1
CCN(CC)c1ccc(/C=C(/C#N)C(=O)NCc2ccccc2)o1 | i | 3 | 2 | -2 | 2 | -0.4 | 8 | -13 | -4
COC(=O)Nc1nnc(-c2ccccc2Cl)s1 | -2 | -6 | -20 | 0 | 0 | 0.5 | 3 | -1 | -5
COc1ccc(Nc2nc3cc(C)ccc3cc2C#N)c(OC)c1 | x | -3 | -26 | 7 | -2 | 0.7 | 3 | -3 | -17
CSCCC1NC2(C(=O)Nc3c2ccc(Cl)c3C)[C@@H]2C(=O)N(C3CCCC3)C(=O)[C@H]12 (stereo partly specified) | x | 7 | -13 | 0 | -2 | -0.8 | 13 | -18 | 3
COc1ccccc1NC(=O)Cn1nnc(C(=O)NCCc2ccccc2)c1N | -2.8 | -2 | -7 | 0 | 5 | 0.5 | 4 | -6 | 5
CCCC(=O)Nc1nc(C)c(-c2csc(Nc3ccccc3OC)n2)s1 | -1.5 | -3 | -16[20 µM] | 9 | -1 | -1.1 | -2 | x | -5
CC1(/[N+]([O-])=C/c2ccc(Cl)cc2Cl)CCCCC1=O (stereo unspecified) | 0.041 | 6 | -14 | 6 | -1 | 0.6 | 6 | -9 | 6
CCCCOc1ccc(C(=O)OC(C)CN(C)C)cc1 (stereo unspecified) | x | -13 | -11 | 1 | 0 | -0.2 | 13 | 0 | 0
O=C(Nc1cc(C(F)(F)F)ccc1N1CCOCC1)c1ccccc1 | -0.76 | -3 | -2[20 µM] | -8 | 0 | 0.0 | 10 | -1 | 4
COc1ccc(C(C)=O)cc1COC(=O)c1ccc(N)c([N+](=O)[O-])c1 | -0.6 | -5 | -14 | 18* | 2 | -0.2 | 0 | -14 | 1
CC1=C(C(=O)N2CCOCC2)C(c2ccc(OC(F)F)cc2)NC(=S)N1c1ccccc1 (stereo unspecified) | 1.4 | -1 | -17 | 0 | -1 | 0.9 | 6 | 0 | 3
CC(C)NS(=O)(=O)c1ccc(CCC(=O)N2CCCC2)cc1 | 0.22 | 5 | -21 | 1 | 6 | 0.7 | 7 | -3 | -2
CCOc1cc(S(=O)(=O)N2CCCCC2)ccc1F | -0.75 | 18 | -19[20 µM] | 4 | 0 | 1.8 | 12 | -21 | -22
Cc1ccc(S(=O)(=O)N2CCOCC2)cc1C(=O)N1CCN(S(=O)(=O)c2cccs2)CC1 | 0.96 | 0 | -21 | 5 | 4 | 0.8 | 16 | 7 | 5
O=C(COC(=O)c1ccc([N+](=O)[O-])s1)Nc1ncc(C(F)(F)F)cc1Cl | 0.39 | -4 | -16 | 3 | 1 | 0.7 | 4 | -9 | -16
O=S(=O)(Nc1nc2ccccc2s1)c1cnc(Cl)c(Br)c1 | -3 | 6 | -23 | 3 | 5 | 1.3 | 6 | -6 | -3
COc1cc([N+](=O)[O-])cc(/C=N/NC(=O)CSc2nnc(-c3ccccc3)n2C)c1O | -0.86 | 1 | -10 | 3 | 0 | 0.9 | 4 | -10 | -5
COC(=O)NCC(C)OC(=O)Nc1cccc(Cl)c1 (stereo unspecified) | 0.52 | -4 | 1 | 7 | 3 | -0.4 | 7 | 1 | -5
NC(=O)c1sc2nc(-c3ccccc3)c3c(c2c1N)CCCC3 | -0.1 | 30 | -4 | -4 | 1 | 1.0 | 34 | 9 | 14
CCOC(=O)CN1C(=O)Nc2ccc(Br)cc2C1c1ccccc1 (stereo unspecified) | 0.16 | 2 | -11[20 µM] | 2 | 5 | -0.3 | 16 | -7 | 2
O=C(NCCCN1CCN(C2CCCCC2)CC1)Nc1ccccc1C(F)(F)F | 1 | -8 | -1 | 2 | -1 | -0.7 | 0 | -4 | -2
Cc1cc(C)c2c(CN3CCOCC3)cc(=O)oc2c1 | -0.23 | -1 | -7 | 5 | 0 | -0.4 | 6 | -2 | -1
Cc1ccc([N+](=O)[O-])c(OCC(O)CNC(C)(C)C)c1 (stereo unspecified) | -0.61 | -3 | -13 | 4 | 1 | -1.2 | 0 | -6 | -5
O=C(NC1CCCC1)C(c1ccsc1)N(C(=O)Cc1cccs1)c1cccc(F)c1 (stereo unspecified) | x | -2 | -40[20 µM] | 3 | -2 | 1.5 | 3 | -9 | -7
Cc1ccccc1NS(=O)(=O)c1ccc2[nH]c(=O)[nH]c2c1 | -0.29 | 4 | -17 | 6 | 0 | 0.7 | 9 | 2 | x
CCOC(=O)c1c(NC(=O)c2ccccc2Cl)sc2c1CCc1ccccc1-2 | 0.51 | 1 | -6 | 3 | 3 | -0.8 | 1 | -8 | -2
CN1CCN(C(=O)C2=C[C@H](c3ccc(C(F)(F)F)cc3)C[C@H](OCc3ccc(CO)cc3)O2)CC1 | -2 | 0 | -27 | 3 | 0 | 1.6 | 5 | -3 | -2
Cc1ccccc1C(=O)N1CCN(c2ccc([N+](=O)[O-])c(NCc3cccnc3)c2)CC1 | -2.1 | 6 | 13 | -7 | 0 | -0.8 | 15 | -8 | -1
CCCOC(=O)c1ccc(NS(=O)(=O)c2cccs2)cc1 | -0.14 | -6 | -18 | 1 | -2 | 1.1 | 20 | 3 | -6
CN(C)c1ccc(/C=N/N=C/c2ccccc2O)cc1 | -0.24 | -1 | -12 | 7 | 1 | -1.0 | 4 | -1 | -4
O=C(NCc1ccc(Cl)cc1)C1C2C=CC3(CN(Cc4cccnc4)C(=O)C13)O2 (stereo unspecified) | x | 9 | -4 | -7 | 3 | -1.2 | 10 | 0 | 1
Cc1cc(C)cc(NC(=O)CSc2ncc(S(=O)(=O)c3ccccc3)c(=O)[nH]2)c1 | -0.83 | 6 | -15 | 6 | 1 | 1.7 | 7 | -16 | -10
Cn1cnnc1SCCNS(=O)(=O)c1ccccc1 | 1.2 | 1 | -17[20 µM] | 0 | 1 | -1.2 | 11 | -14 | -3
COc1ccc(/C=C/C(=O)NCC2COc3ccccc3O2)c(OC)c1 (stereo unspecified) | -1.9 | 0 | -20 | 1 | 4 | 0.6 | 6 | 7 | -11
CCN(CC)c1nc(Nc2ccc(Cl)cc2)nc(OCC#N)n1 | x | -1 | -22 | 6 | -3 | 0.4 | 9 | -2 | 1

3 entries out of the list, ordered by SMILES length, highest first.
SMILES | KCC2 mod | FXIa inh 1536 | Furin inhibitor | p97 inhibitor | Wee1 stabilizer | PERK inh | FXIIa inh | KLK5 inh | Thrombin inh
Cc1cc(C)cc(NC(=O)CSc2ncc(S(=O)(=O)c3ccccc3)c(=O)[nH]2)c1 | -0.83 | 6 | -15 | 6 | 1 | 1.7 | 7 | -16 | -10
O=C(NC1CCCC1)C(c1ccsc1)N(C(=O)Cc1cccs1)c1cccc(F)c1 (stereo unspecified) | x | -2 | -40[20 µM] | 3 | -2 | 1.5 | 3 | -9 | -7
CCOC(=O)c1c(NC(=O)c2ccccc2Cl)sc2c1CCc1ccccc1-2 | 0.51 | 1 | -6 | 3 | 3 | -0.8 | 1 | -8 | -2

The list goes on:
SMILES | KCC2 mod | FXIa inh 1536 | Furin inhibitor | p97 inhibitor | Wee1 stabilizer | PERK inh | FXIIa inh | KLK5 inh | Thrombin inh
CC(=O)c1cccc(NC(=O)N2CCCC2C(=O)Nc2c(C)cccc2C)c1 (stereo unspecified) | x | 4 | -6 | 7 | -2 | 1.5 | -7 | 3 | -6
COc1ccccc1N1CCN(CC(O)COc2c(OC)cccc2OC)CC1 (stereo unspecified) | x | 3 | -30 | 0 | 1 | -0.5 | 17 | 6 | 4
CC(=O)Nc1c(C(=O)N2CCCCCC2)cnn1-c1ccccc1Cl | 0.8 | 2 | -11[20 µM] | -2 | -1 | -0.2 | 9 | -4 | -2
Cc1nc(SCc2ccccc2F)c2cnn(-c3ccccc3)c2n1 | 0.025 | 0 | -34 | 5 | 0 | 1.3 | 5 | 1 | -7
COC(=O)c1cccc(NC(=O)C2COc3ccccc3O2)c1C (stereo unspecified) | x | -3 | x | x | x | x | 3 | -14 | -4
Cc1cccc(NC(=O)c2cc3c(s2)-c2c(C)cccc2OC3)n1 | -0.23 | -6 | -29 | 3 | -3 | 0.2 | -11 | -5 | 5
Cc1csc(NC(=O)C2C3C=CC(O3)C2C(=O)O)n1 (stereo unspecified) | -0.14 | 4 | 15[20 µM] | 3 | 6 | 1.4 | 1 | -12 | -1
O=C(Cn1c(S(=O)(=O)Cc2ccccc2)nc2ccccc21)N1CCCCC1 | x | -10 | -25 | 3 | 0 | 1.0 | 1 | -4 | -8
Cc1cc([N+](=O)[O-])cc2c1NCC1CC=CC21 (stereo unspecified) | -1.2 | 9 | -11 | 0 | 2 | 0.9 | 7 | -17 | 1
CC(=O)NC12CC3CC(CC(CC(=O)O)(C3)C1)C2 | -0.93 | 21 | -15[20 µM] | 0 | 0 | -0.1 | 25 | -13 | 2
Cc1ccc(NS(=O)(=O)c2cccc(C(=O)NCC(c3cccs3)N(C)C)c2)cc1 (stereo unspecified) | -0.68 | -4 | -36 | 0 | 1 | 0.9 | 9 | -2 | -9

Structures listed so far containing a nitro group on carbon, in the order listed:
SMILES | KCC2 mod | FXIa inh 1536 | Furin inhibitor | p97 inhibitor | Wee1 stabilizer | PERK inh | FXIIa inh | KLK5 inh | Thrombin inh
COc1ccc(C(C)=O)cc1COC(=O)c1ccc(N)c([N+](=O)[O-])c1 | -0.6 | -5 | -14 | 18* | 2 | -0.2 | 0 | -14 | 1
O=C(COC(=O)c1ccc([N+](=O)[O-])s1)Nc1ncc(C(F)(F)F)cc1Cl | 0.39 | -4 | -16 | 3 | 1 | 0.7 | 4 | -9 | -16
COc1cc([N+](=O)[O-])cc(/C=N/NC(=O)CSc2nnc(-c3ccccc3)n2C)c1O | -0.86 | 1 | -10 | 3 | 0 | 0.9 | 4 | -10 | -5
Cc1ccc([N+](=O)[O-])c(OCC(O)CNC(C)(C)C)c1 (stereo unspecified) | -0.61 | -3 | -13 | 4 | 1 | -1.2 | 0 | -6 | -5
Cc1ccccc1C(=O)N1CCN(c2ccc([N+](=O)[O-])c(NCc3cccnc3)c2)CC1 | -2.1 | 6 | 13 | -7 | 0 | -0.8 | 15 | -8 | -1
Cc1cc([N+](=O)[O-])cc2c1NCC1CC=CC21 (stereo unspecified) | -1.2 | 9 | -11 | 0 | 2 | 0.9 | 7 | -17 | 1
